RmlCD inh mix: RmlC and RmlD coupled enzyme inhibitors, primary screen, biochemical, 384-well, compound mixtures, retest. RmlC/RmlD coupled enzyme inhibition, 384-well mixture HTS. inhibition, % at 5.5 µM. hit rate 0.39% among 110,000; in the data active = inhibition above about 30%, passing the limit was not always enough; note: strong numbers were not always called active
RT RNaseH block: HIV-1 RT RNase H inhibitors, primary screen, biochemical, fluorescence | RT-RNase H RNA/DNA duplex cleavage | inhibition, % at 10 µM | hit rate 1.9% among 65,000; in the data active = inhibition above about 50%
Active calls of the source: *. This is a subset; rates above refer to the full screens.

Screening Cc1ccc(NC(=O)CNc2cccc(C)c2C)c(C)c1 returned RT RNaseH block -5.4.
`COC(=O)c1ccc2c(=O)n(CCN3CCOCC3)c(SCC(=O)NC3CCCCC3)nc2c1` gave RT RNaseH block -4.2.
For CCCc1nc2c(=O)[nH]c3ccccc3c2o1 the results were RmlCD inh mix -11.6 and RT RNaseH block -5.3.
CC(=O)NC1CC2CCCC(C1)N2 (centres undefined) was read as RmlCD inh mix -10.1 and RT RNaseH block -8.5.
Screening Cc1sc2ncnc(N[C@@H](CCC(=O)O)C(=O)O)c2c1C returned RmlCD inh mix -7.6 and RT RNaseH block 16.1.
For Cc1nnc(NC(=O)CSc2nnc(Cc3cccn3C)n2-c2ccccc2)s1 the results were RmlCD inh mix -10.2 and RT RNaseH block -8.8.
Cc1ccc(C(=O)Nc2cccnc2)cc1S(=O)(=O)N1CCOCC1 was read as RmlCD inh mix -7.4.
`COc1ccc(N2CCN(C(=O)Cc3ncc(C(F)(F)F)cc3Cl)CC2)cc1` gave RmlCD inh mix -15.6.
`O=C(Cc1c[nH]c2ccccc12)Nc1nccs1` gave RmlCD inh mix -20.0 and RT RNaseH block -10.8.
`O=C(NC1CCCCC1)C(c1cccs1)N(CC1CCCO1)C(=O)c1csnn1` (centres undefined) gave RmlCD inh mix 10.6 and RT RNaseH block -79.0.
`COc1ccc2nc(C)[nH]c(=O)c2c1` gave RmlCD inh mix 7.3 and RT RNaseH block -1.0.
COc1cc(SC)ccc1C(=O)Nc1ccc2c(c1)CCN2S(C)(=O)=O was read as RmlCD inh mix 14.2 and RT RNaseH block -6.0.
For COc1ccc(OC)c(NC(=O)CNC(=O)Cn2ccc3ccccc3c2=O)c1 the results were RmlCD inh mix -14.6 and RT RNaseH block 11.4.
c1ccc2c(c1)NC(c1ccncc1)n1c-2nc2ccccc21 (centres undefined) was read as RmlCD inh mix 5.9 and RT RNaseH block -18.2.
Screening CC(=O)c1cc2c(cc1NC(=O)CCn1cccc1)OCO2 returned RmlCD inh mix -12.2 and RT RNaseH block -31.2.
For CCCS(=O)(=O)N1CCN(C(=O)c2ccccc2F)CC1 the results were RmlCD inh mix -14.3 and RT RNaseH block -3.3.
Screening C=CCOC(=O)c1ccc(-n2cncn2)nc1 returned RmlCD inh mix -11.9.
`COc1ccccc1OCC(=O)Nc1ccc(S(=O)(=O)Nc2nc(C)cc(C)n2)cc1` gave RmlCD inh mix -0.2 and RT RNaseH block -9.4.
For NC(=O)CSc1nnc(-c2ccco2)n1N the results were RmlCD inh mix -6.6.
For O=C(Nc1nnc(C2CC2)s1)c1cc(-c2ccccc2)nn1-c1ccccc1 the results were RmlCD inh mix 10.1 and RT RNaseH block 3.0.

Arranged by molar mass (highest first): 11 of the compounds above.
`COC(=O)c1ccc2c(=O)n(CCN3CCOCC3)c(SCC(=O)NC3CCCCC3)nc2c1` gave RT RNaseH block -4.2.
`COc1ccccc1OCC(=O)Nc1ccc(S(=O)(=O)Nc2nc(C)cc(C)n2)cc1` gave RmlCD inh mix -0.2 and RT RNaseH block -9.4.
`O=C(NC1CCCCC1)C(c1cccs1)N(CC1CCCO1)C(=O)c1csnn1` (centres undefined) gave RmlCD inh mix 10.6 and RT RNaseH block -79.0.
`COc1ccc(N2CCN(C(=O)Cc3ncc(C(F)(F)F)cc3Cl)CC2)cc1` gave RmlCD inh mix -15.6.
For CCCS(=O)(=O)N1CCN(C(=O)c2ccccc2F)CC1 the results were RmlCD inh mix -14.3 and RT RNaseH block -3.3.
Screening CC(=O)c1cc2c(cc1NC(=O)CCn1cccc1)OCO2 returned RmlCD inh mix -12.2 and RT RNaseH block -31.2.
c1ccc2c(c1)NC(c1ccncc1)n1c-2nc2ccccc21 (centres undefined) was read as RmlCD inh mix 5.9 and RT RNaseH block -18.2.
Screening Cc1ccc(NC(=O)CNc2cccc(C)c2C)c(C)c1 returned RT RNaseH block -5.4.
`O=C(Cc1c[nH]c2ccccc12)Nc1nccs1` gave RmlCD inh mix -20.0 and RT RNaseH block -10.8.
Screening C=CCOC(=O)c1ccc(-n2cncn2)nc1 returned RmlCD inh mix -11.9.
CC(=O)NC1CC2CCCC(C1)N2 (centres undefined) was read as RmlCD inh mix -10.1 and RT RNaseH block -8.5.

The list continues:
COc1ccc(NS(=O)(=O)c2ccc3oc4ccccc4c3c2)cn1 was read as RmlCD inh mix 9.4 and RT RNaseH block -19.5.
Cc1nn(C)cc1CNC(=O)c1ccccc1Br was read as RmlCD inh mix 3.5 and RT RNaseH block 0.5.
For Cc1ccc(S(=O)(=O)CC(=O)N(C)C)cc1 the results were RmlCD inh mix 7.8 and RT RNaseH block -5.8.
For CCSc1nnc(NC(=O)CC)s1 the results were RmlCD inh mix 4.0 and RT RNaseH block -6.0.
For CSc1nc(C)cc(SCC(=O)Nc2ccc(Cl)cc2Cl)n1 the results were RmlCD inh mix -2.6.
COc1ccc(-n2c(C)nn(C)c2=O)cc1 was read as RmlCD inh mix 14.5.
`CCN(CC)CCNC(=O)c1c(O)c2cccc3c2n(c1=O)CCC3` gave RmlCD inh mix 17.1 and RT RNaseH block 0.5.
For CC(C)Cn1c(C(C)C)nc([N+](=O)[O-])c1S(=O)(=O)c1ccc(F)cc1 the results were RmlCD inh mix -6.9.
Cc1ccc(Cn2cccc(NC(=O)c3ccco3)c2=O)cc1 was read as RmlCD inh mix -8.7 and RT RNaseH block 1.0.
`COc1ccc(-c2cc(C(=O)N3CCCc4ccccc43)no2)cc1OC` gave RmlCD inh mix 15.5 and RT RNaseH block -10.1.
For Cc1cc(-c2cc(-c3ccc(Cl)cc3)nc(N)c2C#N)co1 the results were RT RNaseH block 36.7.
`COc1ccc(-n2cnnc2SCc2csc(-c3ccccc3)n2)cc1` gave RmlCD inh mix 4.8 and RT RNaseH block -53.6.
`CCn1c(O)c(N=NC2=NC(=O)CS2)c2ccccc21` gave RmlCD inh mix -6.2.
`Nc1nc(SCC(=O)Nc2ccccc2-c2ccccc2)n[nH]1` gave RmlCD inh mix 1.5.
For O=C(Nc1nc2c(s1)CCCC2)c1ccc(Br)s1 the results were RmlCD inh mix 3.9 and RT RNaseH block -1.8.
CCOC(=O)c1c(C)c(C(=O)NCc2cccs2)c(C)n1C was read as RmlCD inh mix -9.2 and RT RNaseH block 0.3.
COc1ccc2c(c1)C(C1C(=O)CCCC1=O)c1ccccc1O2 (centres undefined) was read as RmlCD inh mix -22.7.
Screening O=C(CSc1nnc(-c2ccco2)n1-c1ccccc1)NCc1ccco1 returned RmlCD inh mix -18.0.
`NC(=O)C1CCN(C(c2ccccc2Cl)c2nnnn2Cc2ccc3c(c2)OCO3)CC1` (centres undefined) gave RmlCD inh mix -12.0 and RT RNaseH block 1.7.
`CC(=O)C[C@H]1c2cc(C(F)(F)F)ccc2S(=O)(=O)N1c1ccc(N(C)C)cc1` gave RmlCD inh mix -5.4.
`CC(=C/c1ccccc1)/C=N/NC(=O)c1cnccn1` gave RmlCD inh mix -4.5.
Screening COc1cccc(=O)c2c(C)n(C)c(C)c12 returned RmlCD inh mix -10.7 and RT RNaseH block 4.8.
Screening COc1ccc(NC(=S)Nc2ccc(N)c([N+](=O)[O-])c2)cc1 returned RmlCD inh mix -41.0.
`CCOc1ccc(NC(=O)[C@@H](NC(=O)c2ccccc2Br)C(C)C)cc1` gave RmlCD inh mix -21.1.
`O=C(COc1ncnc2c(Cl)cc(Cl)cc12)NC1CCCCCC1` gave RmlCD inh mix -8.4.
Screening COc1ccc(NC2CC(=O)NC2=O)cc1 (centres undefined) returned RmlCD inh mix 4.0 and RT RNaseH block -6.9.
For Cc1ccc(CNC(=O)C2CC3Cn4c(nc5cc(C)c(C)cc54)C3N2C)o1 (centres undefined) the results were RmlCD inh mix 0.1.
CCN(Cc1ccccc1)C(=O)COC(=O)c1n[nH]c2ccccc12 was read as RmlCD inh mix -6.4.
COc1ccc(C2N(S(=O)(=O)c3ccccc3)CCN2S(=O)(=O)c2ccc(C)cc2)cc1 (centres undefined) was read as RmlCD inh mix -10.7.
Screening CCN(CC(=O)O)S(=O)(=O)c1cc(Cl)ccc1Cl returned RmlCD inh mix 7.2 and RT RNaseH block -5.3.
Cc1cc(C(F)(F)F)nn1CC(=O)N1CCCC1 was read as RmlCD inh mix 11.7 and RT RNaseH block -8.8.
Screening CCCCN1CC[C@H]2C=CC[C@@H](C(=O)Nc3ccccc3)[C@H]2C1=O returned RmlCD inh mix -10.0.
For Cc1ccc(C2c3c(oc4ccccc4c3=O)C(=O)N2c2nnc(C(C)C)s2)o1 (centres undefined) the results were RmlCD inh mix -11.7 and RT RNaseH block 39.7.
`CCOC(=O)N1CCC(Nc2nc3ccccc3nc2NS(=O)(=O)c2ccc(Cl)cc2)CC1` gave RmlCD inh mix 13.9 and RT RNaseH block -5.0.
C=CCn1c(SCc2ccc(C#N)cc2)nnc1-c1cccc(OC)c1 was read as RmlCD inh mix -0.3 and RT RNaseH block -11.5.
For CCCCC(NC(=O)c1ccc(Cl)cc1)C(=O)O (centres undefined) the results were RmlCD inh mix 6.9 and RT RNaseH block -8.6.
For O=C(COC(=O)c1ccccc1C(=O)N1CCN(c2ccc(F)cc2)CC1)NCc1ccccc1 the results were RmlCD inh mix -12.2.
CC1(C)CCC23CC[C@]4(C)C(OC2=O)(C3C1)[C@H]1O[C@H]1C1[C@@]2(C)CC[C@@H](O)C(C)(C)C2CC[C@]14C (some centres undefined) was read as RmlCD inh mix 2.3.
For COc1cc(C(=O)Nc2nnc(-c3sccc3C)s2)cc(OC)c1OC the results were RmlCD inh mix 7.2 and RT RNaseH block 4.4.
Screening CCCCN(CC)CCNC(=O)CN(C)S(=O)(=O)c1ccc2c(c1)c(=O)n(C)c(=O)n2C returned RmlCD inh mix -45.1 and RT RNaseH block -0.3.
Screening CCOCCCNC(=O)N[C@@H](C)C(=O)OC returned RmlCD inh mix -16.8 and RT RNaseH block -17.1.
For COC(=O)c1ccc(NC(=O)c2ccccc2N(C)S(C)(=O)=O)cc1 the results were RmlCD inh mix -7.6 and RT RNaseH block -7.4.
For COc1ccccc1Cn1c(=O)c2ccccc2n2c(SCC(=O)N3CCCCC3)nnc12 the results were RT RNaseH block 1.1.
`CCOC(=O)C1CCN(C(=O)c2c(-c3c(Cl)cccc3Cl)noc2C)CC1` gave RmlCD inh mix 6.2 and RT RNaseH block -13.9.
Screening O=C(Nn1c(Cc2cccs2)nc2ccccc2c1=O)c1cccs1 returned RmlCD inh mix 13.2 and RT RNaseH block -15.5.
`CCCn1c(Nc2ccc(Cl)cc2)nc2ccccc21` gave RmlCD inh mix -10.0.
Screening COc1ccc(N2CC(C)Cn3c2nc2c3c(=O)n(Cc3ccccc3F)c(=O)n2C)c(OC)c1 (centres undefined) returned RmlCD inh mix 10.4 and RT RNaseH block -27.6.
`CNC(=O)CN(C)S(=O)(=O)c1ccc(F)cc1` gave RmlCD inh mix -0.1.
`Cc1noc(NS(=O)(=O)c2ccc(NC(=O)CS(=O)(=O)c3ccccc3)cc2)c1C` gave RmlCD inh mix -3.9 and RT RNaseH block 2.5.
`Cc1cc(N2C(=O)C(O)=C(C(=O)c3cccs3)C2c2ccccc2)no1` (centres undefined) gave RmlCD inh mix -2.5.
For COc1ccc(S(=O)(=O)N2CCC(C)CC2)cc1Br the results were RmlCD inh mix -3.0 and RT RNaseH block -11.2.
For COc1ccc(-c2csc(NC(=O)c3nc(-c4ccccc4)oc3C)n2)cc1 the results were RmlCD inh mix 6.8.
CC1CN(c2nc(-c3ccccc3)nc3ccccc23)CC(C)O1 (centres undefined) was read as RmlCD inh mix -25.5 and RT RNaseH block -13.2.
Screening Cn1c(=O)c(=O)n(C)c2cc(S(=O)(=O)N3CCc4ccccc43)ccc21 returned RmlCD inh mix 6.8 and RT RNaseH block -21.8.
Screening CC1CCN(C(=O)CSc2nnc(Cc3cccn3C)n2CCc2ccccc2)CC1 returned RmlCD inh mix -11.7 and RT RNaseH block -4.8.
Screening Cc1ccnc(SCCn2c(N3CCCCC3)nc3c2c(=O)n(C)c(=O)n3C)n1 returned RmlCD inh mix -8.0 and RT RNaseH block 0.3.
For O=C(CSc1cn(CCNC(=O)c2ccccc2)c2ccccc12)NCc1ccco1 the results were RmlCD inh mix -6.5 and RT RNaseH block -15.3.
Screening Clc1ccc(NC2=NCCCCC2)cc1 returned RmlCD inh mix -2.5 and RT RNaseH block 5.7.
Screening CN(C)Cc1cc(CN(C)C)c(O)c(CCc2ccccc2)n1 returned RmlCD inh mix -8.5.
Screening CCC(=O)Nc1nc(-c2ccc3c(c2)OCCO3)cs1 returned RmlCD inh mix -7.2.
Screening CCSC1(SCC)N=C(N)C2(C#N)C(c3ccc(F)cc3)C12C#N (centres undefined) returned RmlCD inh mix 3.4.
Screening COc1ccc(NC(=S)N2CCC(c3nc4ccc(Cl)cc4[nH]3)CC2)c(OC)c1 returned RmlCD inh mix 9.8.
CCN1CCN(c2nc(SC)nc3sc4c(c23)CC(C)(C)OC4)CC1 was read as RmlCD inh mix -7.8 and RT RNaseH block -5.3.
For COC(=O)C[C@H]1c2cc(C(F)(F)F)ccc2S(=O)(=O)N1Cc1ccccc1 the results were RmlCD inh mix -11.2.
`Cc1cc(C)n(-c2ccc(C(=O)NC3=NCCS3)cc2)n1` gave RmlCD inh mix 1.5 and RT RNaseH block 0.8.
Screening CCCCOc1ccc(Cl)cc1CSc1nnc(CC)n1N returned RmlCD inh mix 6.3 and RT RNaseH block -13.7.
Screening CCNC(=O)C/C(C)=N/NC(=O)C12CC3CC(CC(C3)C1)C2 returned RmlCD inh mix -16.5.
CCOC(=O)C(Cc1ccccc1)(NC(C)=O)C(=O)OCC was read as RmlCD inh mix -1.6.
For Cc1ccc(C(=O)NCCN(C)C)cc1C the results were RmlCD inh mix 9.5.
Screening CN1CCCc2cc(C=O)ccc21 returned RmlCD inh mix 2.4.
Screening CCOC(=O)/C=c1\s/c(=C\c2ccccc2OC)c(=O)n1CC(=O)N1CCOCC1 returned RmlCD inh mix 6.9 and RT RNaseH block -8.2.
For O=C(NCCN=C1NS(=O)(=O)c2ccccc21)c1ccc(S(=O)(=O)N2CCOCC2)cc1 the results were RmlCD inh mix -14.4 and RT RNaseH block -1.7.
For Cc1cccc(-n2c(CCN3C(=O)c4ccccc4C3=O)nc3ccccc3c2=O)n1 the results were RmlCD inh mix 7.3 and RT RNaseH block -15.9.
